Rev-erbA mod = modulators of human Rev-erb alpha DNA binding; activity, % at 10 µM; 370,000 tested, 0.79% active; Rev-erbα–FITC-DNA binding, fluorescence polarization, 90 min; AID 1259318;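 active means activity above about 14%, limit read from the data; passing the limit was not always enough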;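 further: 0% = DMSO wells with 35 nM protein and 100% = DMSO wells with 750 nM protein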
HTRA1 inh = HTRA1 (human) protease inhibition; Q92743; recombinant HTRA1, FP-rhodamine activity-based probe, fluorescence polarization; inhibition, % at 5.96 µM; 340,000 tested, 0.5% active; AID 504803; in the data active means inhibition above about 36%;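 further: 0% = enzyme with DMSO and 100% = wells lacking enzyme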
Target sequence (Q92743 whole entry, looked up): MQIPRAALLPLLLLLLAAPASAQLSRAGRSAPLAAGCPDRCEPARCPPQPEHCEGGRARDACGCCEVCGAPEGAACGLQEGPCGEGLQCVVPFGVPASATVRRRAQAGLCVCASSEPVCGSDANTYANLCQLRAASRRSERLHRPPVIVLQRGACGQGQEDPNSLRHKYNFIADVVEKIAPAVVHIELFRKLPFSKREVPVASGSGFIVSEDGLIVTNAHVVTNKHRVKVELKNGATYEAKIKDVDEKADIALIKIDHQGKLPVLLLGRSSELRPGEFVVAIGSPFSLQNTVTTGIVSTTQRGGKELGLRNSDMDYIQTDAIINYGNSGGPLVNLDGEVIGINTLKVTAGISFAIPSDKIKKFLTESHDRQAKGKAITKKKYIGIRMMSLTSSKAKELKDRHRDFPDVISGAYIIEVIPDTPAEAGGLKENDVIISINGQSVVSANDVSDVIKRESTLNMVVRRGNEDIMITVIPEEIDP
ASAP1 inh = inhibitors of human ASAP1 ArfGAP activity | Q9ULH1 | ASAP1-stimulated ARF1 GTP hydrolysis, GDP FP detection | inhibition, % at 16.5 µM | 360,000 tested, 0.19% active; in the data active means inhibition above about 25%;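 further: 0% = vehicle with enzyme and substrate and 100% = no enzyme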
GC-B act = GC-B (human) receptor activation. HEK293-GC-B cells, CNP EC30, cGMP TR-FRET; 0% at EC30 CNP, 100% saturating CNP. activation, % at 10 µM. 370,000 tested, 0.11% active;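 active means activation at 10 µM reaching about 35% in either raw or pattern-adjusted values, limit read from the data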
SMARCA2 activ = increases SMARCA2 function in MMTV reporter cells; MG213 cells, MMTV-luciferase reporter, dexamethasone, overnight; activation, % at 9.1 µM; 370,000 tested, 1% active; AID 652017; in the data active means activation above about 7.8%;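 further: 0% = vehicle wells and 100% = reference activator wells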
ABHD4 inh = inhibits mouse alpha/beta hydrolase domain 4 | 370,000 tested, 0.54% active | Q8VD66 | AID 720543 | purified mABHD4, FP-Rh probe fluorescence polarization | inhibition, % at 8.92 µM;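 active means inhibition exceeding the mean over every tested compound plus 3 SD, cut at about 30% in these data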;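 further: 0% = plate median of compound wells and 100% = S159A mutant with DMSO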
Target sequence (Q8VD66 whole entry, looked up, the tested form may be a part): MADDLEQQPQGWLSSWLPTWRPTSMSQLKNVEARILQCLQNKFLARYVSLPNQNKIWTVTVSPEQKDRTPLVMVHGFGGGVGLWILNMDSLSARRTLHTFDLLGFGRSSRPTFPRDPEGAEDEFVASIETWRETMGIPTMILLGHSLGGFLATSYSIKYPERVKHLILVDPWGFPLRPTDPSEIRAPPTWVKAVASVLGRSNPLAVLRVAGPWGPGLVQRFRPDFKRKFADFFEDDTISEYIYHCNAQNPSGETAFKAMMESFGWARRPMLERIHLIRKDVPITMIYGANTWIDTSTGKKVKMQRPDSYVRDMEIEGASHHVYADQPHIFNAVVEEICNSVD
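Test system: mouse ABHD4 enzyme, wild type. Reagent: FP-Rh fluorescent activity-based probe, added after compound pre-incubation. Timing: pre-incubation 45 min, probe exposure 60 min, at 25 °C. Technique: FP readout, ex 525 nm / em 598 nm. Benchmarks: high control S159A mutant with DMSO, low control median of compound wells.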
ARFGAP1 inhibitor = inhibitors of rat ARFGAP1; Arfgap1-stimulated ARF1 GTP hydrolysis, GDP FP detection; Q62848; 360,000 tested, 0.26% active; inhibition, % at 16.5 µM; AID 651572;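 active means inhibition above a per-plate limit, mean inhibition of low control wells plus 3 SD, cut at about 25% in these data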;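 further: 0% = DMSO wells with enzyme and 100% = wells lacking Arfgap1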
Target sequence (Q62848 1-136 limits assumed): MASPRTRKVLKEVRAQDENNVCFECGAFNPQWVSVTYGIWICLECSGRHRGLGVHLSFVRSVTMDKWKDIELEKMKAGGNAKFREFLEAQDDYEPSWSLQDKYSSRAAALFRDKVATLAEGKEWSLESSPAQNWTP
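System: truncated rat Arfgap1 GAP domain / Medium: HEPES-based buffer, pH 7.5 / Also added: N-terminally truncated human ARF1-GTP substrate / Incubation: enzyme reaction 120 min at 25 °C after 20 min preincubation / Measured by: FP of antibody-bound GDP Alexa 633 tracer, ex 620/em 688 nm / Replicates: singlicate, each compound tested once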
rCAG RNA binder = r(CAG) repeat RNA binding. TO-PRO-1 dye displacement fluorescence. 370,000 tested, 1.3% active. inhibition, % at 3 µM;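 active means inhibition above the plate cutoff, the mean of all test compounds on that plate plus 3 SD, cut at about 35% in these data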;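 further: 0% = DMSO alone and 100% = 100 µM mitoxantrone as full dye displacement; higher means more dye released from RNA so lower well fluorescence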
PG9 binder = PG9 antibody binding by small molecule; TR-FRET gp120-PG9 antibody binding; inhibition, % at 6.7 µM; 360,000 tested, 0.43% active; in the data active means inhibition above about 8.5%
GC-A act = GC-A (human) enzyme activation; P16066; HEK293 GC-A cells, cGMP TR-FRET, EC30 ANP; 0% at EC30 ANP, 100% saturating ANP; activation, % at 10 µM; 370,000 tested, 0.14% active; AID 1671463; in the data active means activation above about 40%
* hit, by the source's call; . = no result given.

Each structure is followed by: Rev-erbA mod	HTRA1 inh	ASAP1 inh	GC-B act	SMARCA2 activ	ABHD4 inh	ARFGAP1 inhibitor	rCAG RNA binder	PG9 binder	GC-A act
1	CCOC(=O)c1ccccc1NC(=S)N1CCC(N2CCCCC2)CC1
  3.2	1.8	14.0	-1.3	-2.0	-4.5	9.6	-7.7	0.8	4.7
2	O=C(COc1ccc(Cl)cc1)NNC(=O)c1ccncc1
  1.9	5.9	4.5	-4.1	-3.6	2.5	-10.6	0.6	0.4	1.3
3	CC(=O)Nc1ccc(N(C(=O)c2ccco2)C(C(=O)NC2CCCC2)c2ccc(N(C)C)cc2)cc1 (centres undefined)
  1.6	-2.1	-9.0	3.2	-1.5	-1.1	11.1	-4.5	0.9	2.1
4	O=C(Cc1ccccc1)NC(=S)Nc1ccc2oc(-c3ccccc3)nc2c1
  10.9	.	-8.8	-7.3	-2.6	-1.9	12.4	1.2	-2.7	-4.3
5	C[N+]1(C2CCC3CCCC2C3O)CCCCC1 (centres undefined)
  -3.5	4.8	-3.0	5.0	-0.1	0.8	-10.4	-1.4	-0.4	5.2
6	O=C(N/C(=C/c1cccnc1)C(=O)N1CCOCC1)c1ccco1
  -0.6	-0.8	2.6	3.3	-2.3	1.6	7.4	1.0	-0.4	-1.0
7	CCC(C)N1C(=O)CCC1C(=O)NCCc1ccc(Cl)cc1 (centres undefined)
  3.4	0.8	9.5	0.2	2.0	18.0	-0.1	-4.6	-3.0	-0.2
8	Cc1cc(C(=O)CCC(=O)Nc2ccc(C(N)=O)cc2)c(C)s1
  -0.7	-1.0	-3.7	-0.4	-1.9	-0.7	-4.7	5.7	0.3	-5.5
9	CCn1c(=O)cc(O)c2c(=O)n(C)c(=O)n(C)c21
  2.3	-4.1	7.6	0.5	-0.6	-13.4	15.5	0.8	2.4	-4.1
10	O=C(NC1CCC(CC2CCC(NC(=O)C(Cl)Cl)CC2)CC1)C(Cl)Cl (centres undefined)
  -4.0	-2.4	-1.8	-1.1	-1.4	0.4	7.4	-0.4	-2.0	-7.7
11	NCc1oc(-c2ccccc2)cc1C(=O)O
  -5.7	-1.8	-12.1	1.5	1.1	5.8	-2.0	5.0	-1.2	-0.6
12	CCC(CC)C(=O)Nc1ccc(C)c(O)c1
  -1.3	-1.8	-0.1	4.1	0.1	6.0	2.3	0.1	-0.1	1.7
13	O=C(O)CCN1C(=O)c2ccc(NC(=O)Cc3ccc(Cl)cc3)cc2C1=O
  5.4	-7.5	2.6	0.4	-4.8	-0.7	11.8	7.5	-1.6	0.3
14	O=C(O)c1ccc(S(=O)(=O)N(Cc2ccccc2)C2CCCCC2)cc1
  3.8	2.5	0.1	-5.9	0.3	1.3	7.3	6.6	-0.9	-1.8
15	COc1ccc(/C=C/C(=O)Oc2ccc(/C=N\NC(=O)c3ccc(F)cc3)cc2)cc1
  -1.8	-0.3	-1.6	0.8	-2.8	2.0	-1.3	-0.2	0.3	-0.2
16	CCOc1ccc2nc(SCc3ccc(C(=O)OC)o3)[nH]c2c1
  -0.8	1.7	-7.5	2.0	-3.9	5.5	6.4	2.6	-1.1	2.2
17	Cc1cc(NC(=O)c2ccccc2)ccc1NC(=O)c1ccccc1Cl
  5.8	-13.3	-0.2	-0.2	-0.7	-2.7	4.9	-1.1	-0.5	4.0
18	CCCCN1C(=O)C(=O)N(CC(=O)N2CCc3ccccc32)C1=O
  -7.1	2.2	3.8	1.9	-0.1	3.1	3.4	4.4	1.0	-0.8
19	Cc1noc(C)c1C(=O)N(C)Cc1ccccc1
  3.6	3.7	3.8	2.8	-1.1	0.9	-3.1	-3.0	-0.4	6.0
20	Cc1c(Cl)cccc1NC(=O)CNc1ccccc1F
  0.6	-7.8	0.3	2.4	0.6	3.2	-5.5	0.8	-2.4	1.9
21	CC1CN(C(=O)CCC(=O)NCc2cccnc2)c2ccccc2O1 (centres undefined)
  3.4	-1.8	9.1	10.8	-3.1	7.7	-4.8	-0.1	-0.5	5.1
22	CC(C)c1ccccc1NC(=O)COC(=O)CNC(=O)c1ccc(Br)cc1
  2.9	2.0	2.7	9.3	-0.8	-0.2	-7.3	1.2	0.5	0.8
23	Cc1cccc(OCc2nc(-c3nonc3N)no2)c1C
  9.6	-13.9	-8.7	-1.2	5.7	-3.8	-6.7	1.4	-1.6	2.7
24	COc1cc(Nc2cc(C)nc3ncnn23)cc(OC)c1
  -2.2	2.5	-10.7	-0.6	0.1	3.6	-20.8	1.2	3.3	1.8
25	Cc1cc(C)cc(N(CC(=O)Nc2c(C)n(C)n(-c3ccccc3)c2=O)S(C)(=O)=O)c1
  -3.1	-9.4	-14.7	0.8	-1.1	-10.4	-5.0	-4.1	4.7	2.2
26	COc1ccc(Cl)cc1/C=N/NC(=O)c1c(-c2ccccc2)noc1C
  -6.4	-24.4	13.0	-1.4	-0.7	-6.2	-1.9	0.4	-0.3	-7.1
27	CCN(CC)S(=O)(=O)c1ccc(NC(=O)COC(=O)c2cnc(C)cn2)cc1
  1.2	2.4	2.5	-1.5	-0.9	-1.1	8.2	4.2	-1.3	2.7
28	CC(=O)N/C(=N/c1nc(C)cc(C)n1)Nc1cc(C)cc(C)c1
  0.3	1.4	11.7	-1.5	-3.8	0.4	-8.6	1.4	1.8	-7.1
29	Cc1cccc(OCC(=O)Nc2nnc(S(=O)(=O)N3CCCCCC3)s2)c1
  -3.2	-1.6	-1.3	8.9	-0.1	0.2	-0.7	8.2	0.1	7.5
30	O=C(COC(=O)c1ccc(Br)o1)Nc1cccc(S(=O)(=O)N2CCCCC2)c1
  -1.1	-24.0	-8.3	9.1	0.2	-11.6	-4.0	8.3	-1.2	-3.9

Arranged by the number under ABHD4 inh (descending): some entries from above.
#	molecule	ABHD4 inh
11	NCc1oc(-c2ccccc2)cc1C(=O)O	5.8
3	CC(=O)Nc1ccc(N(C(=O)c2ccco2)C(C(=O)NC2CCCC2)c2ccc(N(C)C)cc2)cc1 (centres undefined)	-1.1
4	O=C(Cc1ccccc1)NC(=S)Nc1ccc2oc(-c3ccccc3)nc2c1	-1.9

Carrying on:
Each structure is followed by: Rev-erbA mod	HTRA1 inh	ASAP1 inh	GC-B act	SMARCA2 activ	ABHD4 inh	ARFGAP1 inhibitor	rCAG RNA binder	PG9 binder	GC-A act
31	Cc1ccc2c(c1)-c1c(cnn1CC(=O)NCCc1ccc(Cl)cc1)CO2
  -4.2	.	.	-9.3	-5.6	0.3	.	-0.4	.	-12.7
32	CCOc1ccccc1NC(=O)c1ccc2c(c1)C(=O)N(CC)C2=O
  2.3	1.3	21.9	-1.1	-1.3	4.9	-8.6	-3.3	-0.8	-6.2
33	COC(=O)CSc1nc2ccccc2n1CC(=O)N(C(C)C)C(C)C
  -3.4	-0.7	8.9	-1.0	-3.7	-3.3	3.0	4.5	-5.0	0.2
34	N=c1c2c(n(Cc3ccc(Br)cc3)c3c1CCC3)CCCC2
  -5.3	3.6	-2.5	-2.0	-7.4	-0.6	-4.4	8.5	3.2	2.5
35	C/C(=N\O)C(C)Oc1ccc(Cl)cc1 (centres undefined)
  -4.5	2.9	1.0	0.5	1.1	3.1	11.6	-1.7	-0.1	1.6
36	CCCCn1nc(C(=O)NC2CCCCC2)c2ccccc2c1=O
  1.2	-0.3	-4.2	0.3	-4.1	2.9	1.6	2.7	-0.8	0.6
37	O=C(c1cc(C2CC2)nn1-c1ccccc1)N1CCN(Cc2ccccc2F)CC1
  -2.3	-14.4	10.5	8.8	0.2	0.9	0.1	-9.2	1.0	0.1
38	O=C(COC(=O)C1CCC(=O)N1)Nc1cccc([N+](=O)[O-])c1 (centres undefined)
  3.7	4.1	10.6	11.9	6.9	3.0	3.3	2.1	0.0	1.2
39	CC(C)C[C@H]1CNC(=S)N1C[C@H]1CCCN1C[C@H](Cc1ccc(O)cc1)N1C[C@H](Cc2ccc(O)cc2)N(CCc2ccccc2)C1=S
  2.0	.	10.4	0.5	-1.9	-13.1	17.1	17.3	-1.1	-1.8
40	COCCCN(C(=O)CSCC(=O)Nc1cccc(C)c1)c1c(N)n(Cc2ccccc2)c(=O)[nH]c1=O
  4.7	-4.6	-4.0	4.3	-2.2	-3.7	-2.9	-8.2	0.9	2.0
41	CCOc1ccc(OCC(=O)OC(C)C(=O)NC2CCCCC2C)cc1 (centres undefined)
  -0.4	-3.7	-6.5	-4.7	-3.4	4.2	17.8	-3.2	1.0	1.2
42	CCOC(=O)[C@@]12CN(C(=O)OC(C)(C)C)CC=C1N(Cc1ccc(OC)cc1)C(=O)[C@H]2CC(=O)N1CCOCC1
  1.2	.	.	-3.2	-3.6	5.8	.	3.1	.	1.4
43	O=C(NC1CC2CCCC(C1)N2S(=O)(=O)c1ccccc1)c1ccco1 (centres undefined)
  -7.8	0.7	2.7	5.6	1.1	-4.3	11.0	-6.2	0.6	0.4
44	Fc1ccccc1/C=N/Nc1ncnc2nc[nH]c12
  -0.1	0.3	7.5	0.5	9.6*	-8.1	15.1	3.9	0.8	-1.7
45	O=C(NCCC1=CCCCC1)c1ccc2c(=O)n3c(nc2c1)CCCCC3
  3.8	-9.1	3.6	-2.6	0.8	-1.1	-2.7	-0.5	-0.6	16.3
46	COc1ccc(CN(C)C(=O)C(Cc2ccccc2)NC(=O)c2ccccc2)cc1F (centres undefined)
  6.1	-14.7	-12.5	1.6	-2.1	-3.5	-5.1	-6.7	0.7	-2.4
47	CCSc1nnc(NC(=O)c2ccc(C)cc2)s1
  -2.9	3.6	10.8	-1.1	2.7	3.4	7.7	0.5	-1.2	-0.2
48	COc1ccccc1N1CC(O)=C(c2nc3ccccc3s2)C1=N
  2.5	-16.0	6.5	-9.6	-0.6	4.8	7.9	0.5	0.2	-8.7

An excerpt from above in order of SMILES length, low to high:
Each structure is followed by: Rev-erbA mod	HTRA1 inh	ASAP1 inh	GC-B act	SMARCA2 activ	ABHD4 inh	ARFGAP1 inhibitor	rCAG RNA binder	PG9 binder	GC-A act
35	C/C(=N\O)C(C)Oc1ccc(Cl)cc1 (centres undefined)
  -4.5	2.9	1.0	0.5	1.1	3.1	11.6	-1.7	-0.1	1.6
36	CCCCn1nc(C(=O)NC2CCCCC2)c2ccccc2c1=O
  1.2	-0.3	-4.2	0.3	-4.1	2.9	1.6	2.7	-0.8	0.6
48	COc1ccccc1N1CC(O)=C(c2nc3ccccc3s2)C1=N
  2.5	-16.0	6.5	-9.6	-0.6	4.8	7.9	0.5	0.2	-8.7

Rows are unselected, and some 4.4% of all compounds hit somewhere here.
